All columns: NCI-60 one-dose screen, growth in % after 48 h at 10 µM unless noted; 100 = growth as untreated, 0 = no growth, -100 = all killed.
OVCAR-8 = OVCAR-8 ovarian cancer; 81,000 tested, 4.4% active
IGROV1 = IGROV1 ovarian cancer | AID 1794786 | 79,000 tested, 4.7% active
OVCAR-4 = OVCAR-4 ovarian cancer cells; 80,000 tested, 3.7% active; AID 1794784
SK-OV-3 = SK-OV-3 ovarian cancer cells; 80,000 tested, 3.2% active; AID 1794785
NCI/ADR-RES = NCI/ADR-RES ovarian cells; 81,000 tested, 4.4% active; AID 1794790
NCI-H23 = NCI-H23 lung cancer | 80,000 tested, 4% active | AID 1794731
NCI-H522 = NCI-H522 lung cancer; 78,000 tested, 8% active
OVCAR-3 = OVCAR-3 ovarian cancer. 79,000 tested, 7% active
OVCAR-5 = OVCAR-5 ovarian cancer; 82,000 tested, 2.9% active; AID 1794783
Starred values were filed as active, the others as inactive; . = no result given; & = joins results of further samples. Rule for the calls: active = growth percent below 10; inactive = the rest. Hits appear at their usual frequency. Share with any hit: about 11%.

Preview, 17 compounds:
SMILES	OVCAR-8	IGROV1	OVCAR-4	SK-OV-3	NCI/ADR-RES	NCI-H23	NCI-H522	OVCAR-3	OVCAR-5
CNC(=O)c1cc(-c2ccc(NC(=O)Nc3ccc(C)cc3)cc2)nc2cccnc12	98	93	108	91	94	101	88	105	105
N#Cc1c(-c2ccc(Cl)cc2)nc(SC(=O)c2ccccc2)[nH]c1=O	100	114	106	102	107	102	109	.	110
COc1ccc(/C=C/c2nc(N3CCOCC3)c3cc(Cl)c(Cl)cc3n2)cc1OC	109	109	112	107	100	93	83	.	97
O=C(NNC(=O)c1cccc2ccccc12)c1ccc(Cl)c(Cl)c1	116&102	111&114	112&98	102&95	97&97	95&98	88	108&113	99&106
CN1CCN(Cc2ccc(NC(=O)c3cncc(C#Cc4c(N)ncc5ccccc45)c3)cc2C(F)(F)F)CC1	-62*	-62*	-55*	8.4*	-25*	-59*	-84*	-78*	-22*
CCOc1ccc(-n2nnc3cnc(Nc4cnn(CC)c4)nc32)cc1	79	95	115	54	98	95	68	93	112
COC1=C[C@@]23CCC(=O)N2CCc2cc4c(cc2[C@H]3[C@H]1OC(=O)[C@H](C)O)OCO4	104	102	101	93	105	100	93	104	101
N#C/C(=C/c1cc(Cl)cc(Cl)c1O)C(N)=O	100	.	112	107	111	97	102	201	105
O=C(Nc1ccc(N=Cc2c(O)[nH]c3ccccc23)cc1)Nc1nccs1	56	30	41	55	41	38	.	15	60
O=C(COc1ccc(-c2nc3cc(Cl)c(Cl)cc3[nH]2)cc1)N=Nc1c(O)[nH]c2ccc(Cl)cc12	37	80	64	85	96	70	98	75	96
C/C(=N\N=C(N)N)c1cccs1	98	90	90	95	103	101	81	99	100
COc1cc2c(=O)n(C3CCN(C)CC3)c3c4cc[nH]c4ncc3c2cc1OC	64	51	74	64	88	68	48	85	93
O=C1/C(=C/c2cccc3ccccc23)SC(=S)N1Cc1ccco1	100	101	105	109	100	98	62	93	94
O=C1c2ccccc2C(=O)N1CCBr	106	96	103	99	95	100	95	136	96
Cc1nn(C)c2ncnc(Nc3ccccc3Br)c12	106	105	109	99	107	101	99	108	100
CCOC(=O)/C=c1\sc2n(c1=O)C1C(NN=2)N(CC)C(=O)N1c1ccccc1 (centres undefined)	100	114	108	111	109	103	106	142	108
N#Cc1cccc(C2C3=C(COC3=O)N(CCO)c3cc4c(cc32)CCC4)c1 (centres undefined)	5.2*	22	56	32	2.0*	23	-3.9*	-10*	43

All compounds of this part (from the top)
SMILES	OVCAR-8	IGROV1	OVCAR-4	SK-OV-3	NCI/ADR-RES	NCI-H23	NCI-H522	OVCAR-3	OVCAR-5
CNC(=O)c1cc(-c2ccc(NC(=O)Nc3ccc(C)cc3)cc2)nc2cccnc12	98	93	108	91	94	101	88	105	105
N#Cc1c(-c2ccc(Cl)cc2)nc(SC(=O)c2ccccc2)[nH]c1=O	100	114	106	102	107	102	109	.	110
COc1ccc(/C=C/c2nc(N3CCOCC3)c3cc(Cl)c(Cl)cc3n2)cc1OC	109	109	112	107	100	93	83	.	97
O=C(NNC(=O)c1cccc2ccccc12)c1ccc(Cl)c(Cl)c1	116&102	111&114	112&98	102&95	97&97	95&98	88	108&113	99&106
CN1CCN(Cc2ccc(NC(=O)c3cncc(C#Cc4c(N)ncc5ccccc45)c3)cc2C(F)(F)F)CC1	-62*	-62*	-55*	8.4*	-25*	-59*	-84*	-78*	-22*
CCOc1ccc(-n2nnc3cnc(Nc4cnn(CC)c4)nc32)cc1	79	95	115	54	98	95	68	93	112
COC1=C[C@@]23CCC(=O)N2CCc2cc4c(cc2[C@H]3[C@H]1OC(=O)[C@H](C)O)OCO4	104	102	101	93	105	100	93	104	101
N#C/C(=C/c1cc(Cl)cc(Cl)c1O)C(N)=O	100	.	112	107	111	97	102	201	105
O=C(Nc1ccc(N=Cc2c(O)[nH]c3ccccc23)cc1)Nc1nccs1	56	30	41	55	41	38	.	15	60
O=C(COc1ccc(-c2nc3cc(Cl)c(Cl)cc3[nH]2)cc1)N=Nc1c(O)[nH]c2ccc(Cl)cc12	37	80	64	85	96	70	98	75	96
C/C(=N\N=C(N)N)c1cccs1	98	90	90	95	103	101	81	99	100
COc1cc2c(=O)n(C3CCN(C)CC3)c3c4cc[nH]c4ncc3c2cc1OC	64	51	74	64	88	68	48	85	93
O=C1/C(=C/c2cccc3ccccc23)SC(=S)N1Cc1ccco1	100	101	105	109	100	98	62	93	94
O=C1c2ccccc2C(=O)N1CCBr	106	96	103	99	95	100	95	136	96
Cc1nn(C)c2ncnc(Nc3ccccc3Br)c12	106	105	109	99	107	101	99	108	100
CCOC(=O)/C=c1\sc2n(c1=O)C1C(NN=2)N(CC)C(=O)N1c1ccccc1 (centres undefined)	100	114	108	111	109	103	106	142	108
N#Cc1cccc(C2C3=C(COC3=O)N(CCO)c3cc4c(cc32)CCC4)c1 (centres undefined)	5.2*	22	56	32	2.0*	23	-3.9*	-10*	43
CC1[C@H]2[C@H](C[C@H]3[C@@H]4CC=C5c6sc(Nc7ccc(Cl)cn7)nc6CC[C@]5(C)[C@H]4CC[C@@]32C)O[C@]12CC[C@@H](C)CO2 (some centres undefined)	91	97	108	92	104	.	80	94	111
C[C@H]1[C@H](C)CC[C@]2(CO)CC[C@]3(C)C(=CC[C@@H]4[C@@]5(C)CCCN(C(=O)OC(C)(C)C)C(C)(C)[C@@H]5CC[C@]43C)[C@H]12	103	105	91	107	102	87	72	110	102
Cn1ncc2ncc(-c3ccc4ncnc(N5CCc6cc(F)c(Cl)cc65)c4c3)cc21	85	51	90	90	88	85	79	85	72
CN1CCC2(CC1)Oc1ccc(Cl)cc1C1CC(c3ccc(F)cc3)=NN12 (centres undefined)	93	46	72	81	93	90	77	86	94
CN(C)c1ccc(/C=C/c2cc[n+](C)c(/C=C/c3ccc(N(C)C)cc3)c2)cc1	5.2*	11	20	7.8*	59	11	-20*	20	22
COCC(C)OC(=O)c1ccccc1 (centres undefined)	102	103	98	99	108	105	101	117	107
CC1(C)C(=O)OCC2=C1CCCC2	105	93	100	108	112	112	98	112	100
CCN(c1ccccc1)S(=O)(=O)c1cc(N)ccc1C	97	107	100	108	93	96	93	102	95
O=C(c1ccc(-c2ccccc2)cc1)c1ccc(-c2ccccc2)cc1	95	110	108	85	95	97	90	111	104
COc1ccc(-n2nnc3c(N)c(C#N)c(N)nc32)cc1	101	102	113	90	103	86	77	105	109
CC(C)CCC[C@@H](C)[C@H]1CC[C@H]2[C@@H]3CC=C4C[C@@H](C(C(=O)O)C(=O)O)CC[C@]4(C)[C@H]3CC[C@]12C	-20*	-35*	0.4*	-5.5*	-1.3*	-48*	-29*	-73*	45
Cc1ccccc1C(=O)OC(C)(C)C	98	99	109	102	100	99	95	111	103
O=C(Nc1cccc(C(F)(F)F)c1)C(Cl)Cl	99	92	110	103	104	94	98	107	105

Another view of 2 compounds above:
COCC(C)OC(=O)c1ccccc1 (centres undefined)
  OVCAR-8: 102; IGROV1: 103; OVCAR-4: 98; SK-OV-3: 99; NCI/ADR-RES: 108; NCI-H23: 105; NCI-H522: 101; OVCAR-3: 117; OVCAR-5: 107
CC1(C)C(=O)OCC2=C1CCCC2
  OVCAR-8: 105; IGROV1: 93; OVCAR-4: 100; SK-OV-3: 108; NCI/ADR-RES: 112; NCI-H23: 112; NCI-H522: 98; OVCAR-3: 112; OVCAR-5: 100

The results go on.
SMILES	OVCAR-8	IGROV1	OVCAR-4	SK-OV-3	NCI/ADR-RES	NCI-H23	NCI-H522	OVCAR-3	OVCAR-5
O=C1C=CC(=Nc2cc(Br)c(O)c(Br)c2)C(Br)=C1	106	95	90	89	106	98	81	104	117
O=C(c1ccccc1)c1ccc(Sc2ccccc2)cc1	104	89	96	108	95	87	82	98	100
COc1ccc2nc(NC(=O)c3cc(-c4cc(OC)c(OC)c(OC)c4)n4nc(-c5ccccc5)cc4n3)sc2c1	96	80	102	101	98	94	95	108	96
Nc1nc(-c2no[n+]([O-])c2-c2csc(N)n2)cs1	101	110	114	112	99	104	92	116	106
COc1cc(OC)cc(-c2ccc(-c3ccc(C(=N)N)cn3)s2)c1	18	78	28	82	95	95	79	5.5*	90
CC(C)c1sc(NC(=O)c2cc(NC(=O)c3cc(NC(=O)c4cscn4)cn3C)cn2C)nc1C(=O)NCCCN(C)C	2.8*	13	19	-14*	103	-22*	-75*	3.6*	11
O=[N+]([O-])c1ccc(-c2nnc(SCc3ccc(O)c4ncccc34)n2-c2ccccc2)cc1	18	31	51	31	69	14	9.9*	31	74
CS(=O)(=O)c1ccc(C(=O)N/N=C/c2ccc(Cl)cc2Cl)cc1	99	103	102	100	107	100	75	106	105
CCCS(=O)(=O)Oc1ccc(-c2cn3ccsc3n2)cc1	102	110	94	108	103	102	93	.	99
N#C/C(=C1/C(=O)Nc2ccccc21)c1nnc(NC(=O)c2ccc(-n3c(=O)[nH]c4ccccc4c3=O)cc2)s1	40	39	31	75	23	30	14	26	64
CCOC(=O)c1ccc2n1CCc1cnc(NC3CCCC3)nc1-2	108	108	103	115	97	99	98	109	89
Nc1nc(Nc2ccc(Cl)cc2)c2cc[nH]c(=O)c2n1	102	83	105	112	100	86	90	127	116
COc1ccc(N=Nc2c(N)nn3c(-c4ccc(F)cc4)c(-c4nc5ccccc5s4)c(N)nc23)cc1	100	95	98	95	100	99	95	113	100
O=C1NC(=S)NC(=O)C1=Cc1cn(Cc2cn(Cc3ccc(Cl)cc3Cl)nn2)c2ccccc12	99	96	99	110	107	95	91	102	95
Cc1ccc(/C=N/Nc2ccc([N+](=O)[O-])cn2)cc1	106	111	104	119	115	101	85	111	116
COCO[C@@]12C(=O)N(C)c3cccc(c31)C=C1C(C)(C)N(Cc3ccc(OC)cc3OC)C(=O)[C@]12C(=O)OC	96	91	106	93	102	103	80	107	83
O=C(NCCCl)c1cccc(Cl)c1	99	106	103	100	112	105	109	102	108
CC(=O)N1C(=S)NC(C)=C(C(=O)OC(C)C)C1c1ccc2c(c1)OCO2 (centres undefined)	96	106	100	104	103	100	78	109	107
COc1cccc(Cn2cc(C(=O)Nc3cccnc3Nc3ccc(Cl)cc3)nn2)c1	100	105	104	103	89	106	90	98	122
O=C1NC(=S)S/C1=C\c1ccc2c(c1)OCO2	97	109	95	94	96	90	94	90	99
O=C(O)C(Cc1ccccc1)N1C(=O)/C(=C\c2ccc(-c3ccc(Cl)cc3)o2)SC1=S (centres undefined)	100	98	96	105	111	105	95	114	99
CCN(CC)CNC(=O)NC(C)=O	101	.	106	92	94	100	84	104	91
O=C(O)c1ccc(-n2cc(/C=N/Nc3ccc(F)cc3)c(-c3cc4ccccc4oc3=O)n2)cc1	85	74	91	94	78	91	51	82	82
O=CNc1ccccc1Sc1ccc(C(=O)O)cc1[N+](=O)[O-]	99	102	101	110	107	105	101	.	99
COc1ccc(/C(N)=N/OC(=O)CSc2nc3ccccc3s2)cc1	100	99	109	105	104	99	84	116	97
CCOc1ccc(NC2=C(Cl)C(=O)c3ccccc3C2=O)cc1	63	0.2*	92	92	98	40	63	43	110
CC1(C)OC(=O)C2(c3ccccc3-c3ccccc32)C1NC1CCCCC1 (centres undefined)	120	115	122	110	103	95	101	120	105
O=C1Nc2ccccc2/C1=N/N=C/c1ccc2c(c1)OCCO2	99	100	96	.	110	102	94	105	101
CC(=O)c1ccc(S(=O)(=O)N(C)c2oc(-c3cccc4ccccc34)nc2C#N)cc1	98	97	67	.	98	99	93	106	102
Cc1ccc(Nc2cc(Cl)c([N+](=O)[O-])cc2[N+](=O)[O-])cc1	27	28	.	84	27	64	-42*	0.4*	46
CC(=O)c1nc2ccccc2n1CCn1cncn1	107	109	101	110	90	93	101	115	92
COc1ccc2oc(=O)cc(Cn3cc(COc4ccc5c(c4)NC(=O)CC5)nn3)c2c1	91	96	85	95	101	.	73	92	104
COc1c(Br)c(=O)n(C)c(=O)n1C	120	101	108	101	101	107	92	108	99
Cn1cc(-c2nn3cc(-c4ccc([N+](=O)[O-])cc4)nc3s2)c2cc(Br)ccc21	82	68	34	84	74	62	77	84	97
O=c1/c(=C\c2ccc(-c3ccccc3)o2)sc2nc(-c3ccco3)nn12	100	102	106	112	104	104	99	.	100
O=C(NS(=O)(=O)c1ccc(Cl)cc1)n1ccc2c(Cl)ccnc21	98	90	76	104	98	105	74	123	88
COc1cccc(/C=C2\COc3ccc(O)cc3C2=O)c1	81	84	95	114	90	94	56	78	101
CCOC(=O)C1C(=O)NC(C(=O)OCC)(C(=O)OCC)C1C(C)CC (centres undefined)	115	111	108	110	108	113	.	125	97
CC1CCN(CCCC(=O)c2ccc(F)cc2)CC1	113	113	103	110	102	104	113	107	101

Assay outcomes: PubChem BioAssay, NCI
